Compound activity (PubChem BioAssay)
Autophagy mod – autophagy modulation, high-content screen; MEF GFP-LC3 puncta imaging; test concentration mostly 10 µM; calls only at 10 µM (by protocol); hit rate 0.98% among 190,000;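 active means percentage of spot-positive cells more than 3 SD above its plate mean, without a fluorescence outlier flag or 80% toxicity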;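 further: spot-positive cell cutoff set from DMSO-treated cells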
P. falciparum M17LAP – P. falciparum M17LAP inhibitors, primary screen, biochemical, fluorogenic H-Leu-NHMec substrate, 1536-well (AID 1619); recombinant M17LAP, H-Leu-NHMec fluorogenic kinetic assay; higher % means a stronger effect; inhibition, % at 30 µM; hits with a dose series show IC50 in µM; hit rate 0.38% among 220,000;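 active means compound inhibiting the enzyme by more than half at any dose during confirmatory dose-response retesting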;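 further: plate controls were full reaction with DMSO carrier for no effect and no enzyme background for full effect; strong numbers were not always called active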
MT stabilize HCS – microtubule stabilizers in HeLa cells. hit rate 0.83% among 200,000. % tubulin-high responders, % at 10 µM. HeLa tubulin immunostaining HCS, 24 h; share of cells brighter than vehicle mean+2SD. AID 2205;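 active means plate Z-score above 3 for both tubulin-high and condensed-nucleus cell shares, with cell loss under 80%, at 10 µM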;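 further: anti alpha tubulin signal scored within the nucleus-defined area of each cell; some results filed as inactive read as strong as hits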
CSM14.1 death rescue – protection against thapsigargin-triggered cell killing – 384-well, CSM14.1, ATP luminescence, primary screen (AID 1222); 190,000 tested, under 10 active; cellular ATP content (survival), % at 20 µM, or EC50 in µM where a hit was titrated; CSM14.1 thapsigargin-induced death rescue, ATP luminescence; higher % means a stronger effect;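 active means EC50 below 50 µM in the dose-response confirmation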;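 further: death triggered by thapsigargin at about 15 µM added after 2 h compound pretreatment; cell ATP read after overnight thapsigargin exposure of roughly 18 to 22 hours; normalized against plate controls of thapsigargin alone and 5% DMSO vehicle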
Insulin prom up – MIN6 insulin promoter up-regulation; MIN6 insulin promoter-GFP reporter, high-content imaging; hits give high values; z-score at 5 µM; hit rate 0.3% among 190,000; AID 1625;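 active means z-score above 3 at 5 µM with at least 500 cells counted in the well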
K1F lysis inhibition – inhibition of K1F phage lysis, E. coli UTI89, bacterial capsule biogenesis inhibitors, alamar blue (AID 488966) | E. coli UTI89 K1F phage lysis, alamar blue, 2 h; higher % means a stronger effect | inhibition, % at 100 µM, or IC50 in µM where a hit was titrated | hit rate 0.02% among 340,000;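 active means phage lysis inhibition, versus mean bacterial control, above a set limit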;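 further: capsule biogenesis inhibitors block K1F phage lysis so surviving cells raise fluorescence; higher fluorescence means more inhibition of phage lysis; actives were called in the ten point dose series up to 300 µM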
bCat nuc transl – beta-catenin nuclear translocation modulation; nuclear translocation activity, % at 5 µM; hit rate 0.3% among 190,000; HeLa beta-catenin nuclear translocation, immunofluorescence imaging;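 active means nuclear translocation activity above 50% at 5 µM, with a well cell count of 50 or more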;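 further: per-cell ratio of nuclear to cytoplasmic median beta-catenin stain intensity; plate controls were DMSO negative control for no effect and GSK-3 inhibitor IX positive control for full effect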
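Test system: human HeLa cell line; Doses: 5 µM primary, 0.02–20 µM confirmation; Incubation: 24 h compound exposure, 37°C; Detection: beta-catenin immunofluorescence imaging with DAPI; Read-out: beta-catenin nuclear/cytoplasmic ratio, % activation.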
M1AAP inhibition – malaria alanyl aminopeptidase activity blockers – biochemical, fluorogenic H-Leu-NHMec substrate, 1536-well (AID 1445) | hit rate 0.42% among 220,000 | recombinant M1AAP, H-Leu-NHMec fluorogenic kinetic assay; higher % means a stronger effect | inhibition, % at 30 µM; hits with a dose series show IC50 in µM;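 active means primary inhibition above the hit cutoff, then over 50% inhibition at one or more dose response concentrations, cut at about 23% in these data, passing the limit was not always enough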;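 further: plate controls were DMSO full reaction for no effect and no enzyme background for full effect; strong numbers were not always called active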
Dynein transport – dynein cargo transport inhibition. 3617.4 mouse cells, GR-EGFP nuclear translocation imaging; test concentration mostly 20 µM; stimulated with dexamethasone, 1 µM; hits give low values. AID 1381. hit rate 0.47% among 220,000. z-score, hits read low;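 active means plate z-score of nuclear minus cytoplasmic receptor signal below a set negative limit, without overly bright fluorescence or cell loss, cut at about -3.5 in these data, passing the limit was not always enough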;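 further: z-score of nuclear minus cytoplasmic ring GR-EGFP intensity difference per well; some compounds called inactive have numbers as strong as hits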
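Also added – dexamethasone, 1.0 µM final · Buffer or medium – tet-free, stripped-serum medium · Schedule – induction 48 h, compound 1 h, agonist 30 min · Detection – formaldehyde fixation, Hoechst nuclear stain, 10x automated fluorescence imaging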
Dynein transport cytoplasmic EGFP – also measured in Dynein transport; calls as there; z-score; measured here: cytoplasmic GR-EGFP intensity; hits give high values
Dynein transport nuclear GR-EGFP – further read-out of Dynein transport, marked with its call; z-score; measured here: nuclear GR-EGFP intensity;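 lower value marks the stronger effect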
Dynein transport cell count – recorded beside Dynein transport, whose call it bears; z-score; measured here: cell count per field
Insulin prom up cell count – also measured in Insulin prom up; calls as there; cell count; measured here: cytotoxicity, nuclei count;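 total cells summed across four imaged fields per well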
bCat nuc transl cell count 5 µM – recorded beside bCat nuc transl, whose call it bears; cell count; measured here: cell count, cytotoxicity flag
MT stabilize HCS Hoechst-high % – also measured in MT stabilize HCS; calls as there; % Hoechst-high responders; measured here: nuclear condensation Hoechst responders;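 share of cells brighter than vehicle mean plus two SD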
MT stabilize HCS cytotoxicity % – also measured in MT stabilize HCS; calls as there; toxicity, %; measured here: cytotoxicity by cell density;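 0% = mean cell density of plate MIN control wells and 100% = no cells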
Autophagy mod cell loss 18 h – also measured in Autophagy mod; calls as there; toxicity, %; measured here: cell loss, nuclei count;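 cell loss after 18 h compound exposure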
The depositor's hits bear a star; i = inactive; . = not tested or not shown; [ ] = another dose, or the depositor's remark. This is a random part of the collection, and some 2.9% of all compounds hit somewhere here.

entry	structure	Autophagy mod	Autophagy mod cell loss 18 h	P. falciparum M17LAP	MT stabilize HCS	MT stabilize HCS Hoechst-high %	MT stabilize HCS cytotoxicity %	CSM14.1 death rescue	Insulin prom up	Insulin prom up cell count	K1F lysis inhibition	bCat nuc transl	bCat nuc transl cell count 5 µM	M1AAP inhibition	Dynein transport	Dynein transport cytoplasmic EGFP	Dynein transport nuclear GR-EGFP	Dynein transport cell count
1	Cc1ccc(-c2nc(C#N)c(NCCc3ccccn3)o2)cc1	i	10.5	6.3%	2.1	1.9	10.5	-0.2%	0.03	1074	3.3%	1.0	1148	15.6%	-0.159	-0.199	0.0851	0.362
2	O=C(COC(=O)c1ccccc1Cl)NC(=O)NCc1ccccc1	i	1.3	4.6%	3.9	2.0	7.6	-0.8%	0.42	1203	-3.5%	-4.8	579	9.9%	0.691	-0.239	0.453	-0.118
3	CC[N+](CC)(CC)C/C(N)=N/O	i	2.0	4.0%	4.0	3.2	11.6	-2.1%	0.45	1411	1.9%	-2.6	856	7.2%	-0.423	-0.174	-0.00882	0.362
4	O=C(Nc1ccc2c(c1)OCCO2)c1ccc(Br)s1	i	9.1	-0.6%	1.7	2.3	1.0	-3.3%	-0.04	1337	1.9%[50 µM]	0.7	1129	1.1%	-0.233	-0.17	0.279	0.377
5	C(=N\N1CCN(Cc2ccccc2)CC1)/c1ccccc1	.	.	-6.9%	.	.	.	.	0.02	1053	0.3%	2.1	1309	-2.5%	1.56	-0.00837	1.62	-2.69
6	O=C(CC1C(=O)NCCN1Cc1ccc(-c2ccccc2)cc1)NCc1ccncc1 (stereo unspecified)	i	-9.5	-9.7%	2.2	3.3	8.0	0.8%	-0.41	1418	0.1%	0.8	996	6.3%	-0.913	-0.192	-0.678	-0.0825
7	COc1ccc(N/C(=N/c2nc(C)cc(C)n2)NC(=O)Nc2ccc(Cl)c(Cl)c2)c(OC)c1	i	0.8	-0.5%	3.4	4.5	12.0	0.3%	-0.17	1001	0.3%	4.4	513	7.1%	1.32	0.331	0.425	-0.626
8	CCOC(=O)N1CCN(C(=O)C2CCN(Cc3ccc(O)c(OCC)c3)CC2)CC1	i	20.0	2.1%	2.7	1.3	4.0	-1.4%	0.02	1567	-1.0%	-4.4	1202	0.4%	2.63	-0.0905	1.86	-1.69
9	COc1cccc(/C=C/c2ccc3ccccc3n2)c1OC(C)=O	i	12.7	9.1%	3.2	2.5	1.6	-2.3%	-0.49	1378	-1.4%	2.3	1071	3.9%	-0.383	-0.228	-0.0416	0.152
10	CC(SCc1cc(=O)n2c([nH]c3ccccc32)c1C#N)C(=O)O (stereo unspecified)	i	8.1	22.2%	2.5	2.0	6.8	-2.1%	1.07	1280	0.0%	-1.2	1088	9.8%	1.39	-0.284	0.539	-0.267
11	CCOC(=O)C1=C(C)n2c(s/c(=C3\C(=O)Nc4ccccc43)c2=O)=NC1c1ccc(OC)cc1 (stereo unspecified)	i	8.2	11.3%	7.0	0.8	13.3	-1.3%	0.16	1447	i	-1.5	1109	4.6%	-1.42	-0.223	-0.827	-0.0604
12	COCCNC(=O)C1CC(c2cccc(F)c2)=NO1 (stereo unspecified)	.	.	1.7%	.	.	.	.	0.31	907	1.2%	-2.7	1062	4.9%	1.1	-0.707	0.629	-0.664
13	O=C1CC(N2CCN(c3ccc(F)cc3)CC2)C(=O)N1Cc1ccc(N2CCCC2=O)cc1 (stereo unspecified)	i	-2.5	-0.5%	1.0	1.0	6.5	-3.2%	0.63	1308	-1.7%	.	.	4.5%	-0.797	-0.275	-0.241	0.591
14	CN(C)c1oc(-c2ccccc2[N+](=O)[O-])nc1C#N	.	.	5.5%	.	.	.	.	-0.71	1383	-2.0%	-3.8	1171	5.9%	-5.06*	1.08*	-2.42*	0.344*
15	COc1cccc(Nc2nc(C)cc(C)c2C#N)c1	i	-3.7	13.9%	2.2	1.4	7.6	2.0%	0.48	1159	0.5%	-3.8	1199	-1.2%	0.507	-0.264	0.151	-0.156
16	Cc1cc(Nc2ccc(F)cc2F)n2nc(C)nc2n1	i	-8.2	-1.5%	4.5	2.5	4.8	-1.7%	1.01	1199	1.8%	-3.2	1101	3.3%	-0.427	-0.207	0.106	0.535
17	CCN(CC)S(=O)(=O)c1ccc(C(=O)NCc2nnc(SCC(=O)OC)n2C)cc1	i	1.0	2.7%	4.7	1.7	4.7	-0.1%	1.17	1546	2.3%	-1.6	939	-1.3%	-0.445	-0.18	0.112	-0.0716
18	CC1(c2nnc(-c3ccccc3)o2)CC(c2cccnc2)=NO1 (stereo unspecified)	.	.	-0.1%	.	.	.	.	0.19	865	0.3%	-1.9	1197	0.5%	-1	-0.608	-0.296	0.79
19	CC(=O)Nc1ccc(C(=O)OC2CCOC2=O)cc1 (stereo unspecified)	i	20.8	8.8%	1.2	1.4	10.5	.	0.92	1267	1.3%	-2.9	351	0.2%	-0.354	-0.211	0.045	0.925
20	CCn1c(C)nc2cc(C(=O)N/N=C/c3ccccc3)ccc21	i	-9.6	6.8%	5.5	1.3	2.6	-1.7%	-0.63	1333	-0.4%	-1.8	1096	3.3%	0.0458	-0.379	-0.574	0.944

Carrying on:
entry	structure	Autophagy mod	Autophagy mod cell loss 18 h	P. falciparum M17LAP	MT stabilize HCS	MT stabilize HCS Hoechst-high %	MT stabilize HCS cytotoxicity %	CSM14.1 death rescue	Insulin prom up	Insulin prom up cell count	K1F lysis inhibition	bCat nuc transl	bCat nuc transl cell count 5 µM	M1AAP inhibition	Dynein transport	Dynein transport cytoplasmic EGFP	Dynein transport nuclear GR-EGFP	Dynein transport cell count
21	COc1ccc(-c2nsc(SCC(=O)Nc3ccc4c(c3)OCO4)n2)cc1	i	-6.4	18.6%	2.3	3.5	6.1	-3.3%	0.68	1273	-1.1%	-0.7	862	11.6%	-0.277	-0.0245	-0.34	0.953
22	O=C(OCn1nnc2ccccc2c1=O)c1ccc2ncsc2c1	i	2.3	-13.1%	1.8	2.2	12.8	-1.3%	-0.34	1576	0.5%	-2.5	743	3.9%	0.753	-0.0672	0.568	-0.635
23	O=c1[nH]c2ccc(NC(=S)Nc3ccc(Cl)cc3)cc2[nH]1	i	3.3	10.3%	1.9	2.2	9.2	3.6%	.	.	-0.3%	-5.9	1190	-1.8%	-1.26	-0.063	-0.606	0.965
24	O=C(CCN1C(=O)c2ccccc2S1(=O)=O)NCc1ccco1	i	3.5	-12.1%	6.5	3.9	7.8	4.1%	-0.68	1174	4.8%	-0.9	977	-2.4%	0.771	0.814	0.627	-1.16
25	CCOC(=O)N1CCN(Cc2nc(-c3cccc(Cl)c3)no2)CC1	i	-21.1	1.6%	1.8	2.2	9.6	0.0%	-0.14	1348	0.9%	-1.1	1203	2.2%	0.645	-0.249	0.241	-0.244
26	Cc1nc2sc(C(c3ccc(C(C)C)cc3)N3CCN(CCO)CC3)c(O)n2n1 (stereo unspecified)	i	-6.8	6.5%	2.1	2.2	10.0	-1.5%	0.28	1882	5.2%	1.6	956	1.3%	1.54	-0.154	0.946	-0.525
27	CCOCCn1c(SCc2ccccc2)nc2c1c(=O)[nH]c(=O)n2C	.	.	-8.3%	.	.	.	.	-0.55	1024	1.2%	-1.9	1129	-4.6%	0.889	-0.651	0.978	-1.27
28	Cc1ccc(-n2nc(C)c(C3(O)C(=O)N(C)c4ccccc43)c2N)cc1 (stereo unspecified)	i	6.4	1.0%	4.6	2.0	7.7	2.2%	-0.07	1566	0.2%	-2.0	1201	2.6%	0.391	-0.196	0.509	-0.847
29	COC(=O)Nc1ccc(OCC(=O)N2CCOCC2)cc1	i	-12.3	2.0%	3.3	3.0	8.5	-0.3%	0.4	1384	-0.2%	-1.2	1048	-4.2%	-0.531	-0.323	-0.695	0.629
30	COc1ccc(/C=N\NC(=O)CC(=O)Nc2cccc(Cl)c2)cc1OC	i	-6.1	9.9%	2.4	4.2	8.2	-5.5%	-0.5	1304	0.6%	0.0	1138	8.2%	-0.515	-0.203	-0.561	0.525
31	CC(C)(CO)CNC(=O)CCc1nnc(C2(c3ccc(Cl)cc3)CCC2)o1	i	1.0	0.1%	3.0	1.2	6.2	-0.6%	-0.09	1395	0.1%	2.0	981	-1.3%	-0.739	-0.151	-0.542	-0.257
32	CSc1ccccc1NC(=O)Cn1nc([N+](=O)[O-])c(Cl)c1C	i	5.5	-8.7%	2.0	2.4	8.0	-0.5%	-0.45	1704	-1.4%	1.5	971	-7.0%	-0.0643	-0.225	0.149	-0.543
33	CC1=C(CO)C(=O)OC([C@@H](C)C2CC[C@H]3C4C[C@H]5O[C@]56[C@@H](O)C=CC(=O)[C@]6(C)C4CC[C@]23C)C1 (stereo partly specified)	.	.	-4.5%	.	.	.	.	0.96	1139	-1.6%	0.6	1128	2.6%	-3.81*	1.98*	-2.16*	-0.224*
34	COc1ccc(C2CC(c3ccc(F)cc3)Nc3nc(N)nn32)cc1OC (stereo unspecified)	.	.	-5.7%	2.4	2.6	6.1	-1.4%	0.6	929	2.1%	-0.5	1182	5.2%	-0.801	-0.245	-0.397	0.348
35	FC(F)(F)c1ccc(Sc2n[nH]c(C(F)(F)F)n2)nc1	.	.	-4.1%	.	.	.	.	0.06	1376	-2.1%	7.0	972	-2.6%	-0.312	-0.122	-0.143	0.264
36	COC(=O)COc1cccc(NC(=O)COc2ccccc2)c1	i	29.4	7.2%	1.8	2.0	4.2	-1.8%	-0.52	1908	0.5%	0.6	1085	2.2%	0.0777	-0.218	0.0977	0.978
